# Assay outcomes as filed in PubChem.
# RGS4-Gao reg: modulates binding of RGS4 to human Galphao. P09471. Multiplexed bead flow cytometry; actives lie on both sides. binding response (% of control), % at 10 µM. 220,000 compounds, 0.33% hits; in the data active = binding response below about 49% or above about 150%; inactive = in between;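 note: fluorescent Galphao activated with aluminum fluoride binding bead-coupled RGS4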
# GSH fluor: compound fluoresces at 488/530 nm on GSH beads | GSH beads flow cytometry, compound fluorescence 488/530 nm; active compounds read high | fluorescence (KMESF) at 10 µM | 190,000 compounds, 0.25% hits; in the data active = fluorescence above about 89;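 note: glutathione beads carrying GST-tagged Bcl family fusion proteins plus one bare bead set; values are compound well signal with DMSO vehicle wells as background; inactives centre near 16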
# RGS7-Gao: modulates binding of RGS7 to human Galphao; P09471; Multiplexed bead flow cytometry; actives lie on both sides; binding response (% of control), % at 10 µM; 220,000 compounds, 0.35% hits; AID 1439; in the data active = binding response below about 49% or above about 150%; inconclusive = no clear call, values can overlap the other calls; inactive = in between;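 note: fluorescent Galphao held in activated GDP-AlF4 state binding bead-coupled RGS7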
# Bim-Bfl-1: inhibitors of Bim-Bfl-1 interaction, human. Bead-based flow cytometry, Bim-Bfl-1 binding inhibition. inhibition, % at 10 µM. 190,000 compounds, 0.12% hits;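 note: 0% = wells without compound plus tracer and 100% = blocker peptide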
# RGS8-Gao: regulators of human RGS8-Galphao interaction. multiplexed bead flow cytometry, RGS8-Galphao binding; actives lie on both sides. response (percent of control binding), % at 10 µM. 220,000 compounds, 0.34% hits; in the data active = response below about 60% or above about 140%; inactive = in between;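 note: Galphao activated as the GDP aluminium fluoride complex binding bead-coupled RGS8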
# Bim-Bcl-B: disrupts Bim peptide binding to human Bcl-B | bead-based flow cytometry | Q9HD36 | AID 951 | inhibition, % at 10 µM | 190,000 compounds, 0.073% hits;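 note: 0% = tracer peptide without compound and 100% = reference inhibitor peptide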
# Target sequence (Q9HD36 whole entry, looked up): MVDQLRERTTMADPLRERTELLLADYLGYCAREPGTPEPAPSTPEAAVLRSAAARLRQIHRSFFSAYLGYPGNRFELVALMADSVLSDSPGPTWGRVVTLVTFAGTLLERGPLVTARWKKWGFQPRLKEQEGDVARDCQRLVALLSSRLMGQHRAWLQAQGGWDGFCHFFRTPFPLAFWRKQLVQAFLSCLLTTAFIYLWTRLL
# Mcl1-Bid inh: Mcl-1/Bid interaction inhibition. Q07820. TR-FRET Mcl-1/Bid-Dy647 peptide binding, 1536-well. inhibition, % at 21.7 µM. 220,000 compounds, 0.97% hits;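 active = compounds that cut the binding signal by more than half at the single screening dose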;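 note: His-tagged Mcl-1 with europium anti-His antibody binding Bid BH3 peptide; 0% = Mcl-1 plus peptide wells and 100% = peptide-only wells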
# Target sequence (Q07820 whole entry, looked up): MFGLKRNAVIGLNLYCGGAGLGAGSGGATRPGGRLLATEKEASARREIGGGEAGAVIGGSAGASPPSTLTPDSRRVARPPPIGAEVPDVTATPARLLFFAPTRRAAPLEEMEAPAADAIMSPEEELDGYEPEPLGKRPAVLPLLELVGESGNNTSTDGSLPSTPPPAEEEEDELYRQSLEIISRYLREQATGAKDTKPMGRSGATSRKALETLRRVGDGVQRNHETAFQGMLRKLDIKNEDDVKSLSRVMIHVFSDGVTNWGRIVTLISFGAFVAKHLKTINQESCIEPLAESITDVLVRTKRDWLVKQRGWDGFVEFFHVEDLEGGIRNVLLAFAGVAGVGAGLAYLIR
# Bim-Bcl-W: inhibitors of Bim-Bcl-W interaction, human; bead-based flow cytometry, Bim peptide-Bcl-W binding; AID 952; 190,000 compounds, 0.02% hits; Q92843; inhibition, % at 10 µM;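 note: 0% = bound tracer without compound and 100% = peptide blocker; higher means less fluorescent Bim peptide bound to Bcl-W beads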
# Target sequence (Q92843 whole entry, looked up): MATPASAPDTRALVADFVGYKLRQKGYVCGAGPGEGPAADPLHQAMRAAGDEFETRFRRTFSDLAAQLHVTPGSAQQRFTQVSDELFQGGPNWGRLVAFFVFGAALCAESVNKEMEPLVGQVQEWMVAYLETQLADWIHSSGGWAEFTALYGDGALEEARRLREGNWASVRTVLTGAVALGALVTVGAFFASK
# Bim-Mcl-1: inhibitors of Bim-Mcl-1 interaction, human; Bead-based flow cytometry, Bim peptide-Mcl-1 binding; inhibition, % at 10 µM; 190,000 compounds, 0.1% hits; AID 1009;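 note: 0% = no compound tracer wells and 100% = peptide blocker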
# Bcl-XL Bim block: human Bim-Bcl-XL interaction inhibition. Q07817. Bim peptide-Bcl-XL binding, bead flow cytometry, fluorescence. inhibition, % at 10 µM. 190,000 compounds, 0.04% hits
# Target sequence (Q07817 whole entry, looked up): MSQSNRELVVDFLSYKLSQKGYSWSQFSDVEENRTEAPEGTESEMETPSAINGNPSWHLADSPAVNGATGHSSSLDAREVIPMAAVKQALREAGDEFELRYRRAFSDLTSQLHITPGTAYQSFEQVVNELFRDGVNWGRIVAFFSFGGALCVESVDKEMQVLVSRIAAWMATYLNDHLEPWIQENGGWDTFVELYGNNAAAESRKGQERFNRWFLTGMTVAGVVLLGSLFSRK
# Bcl-2 Bim block: disrupts Bim peptide binding to human Bcl-2; P10415; Bead-based flow cytometry, Bim peptide-Bcl-2 binding; inhibition, % at 10 µM; 190,000 compounds, 0.06% hits; in the data active = inhibition above about 40%; inconclusive = no clear call, values can overlap the other calls;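 note: 0% = no compound wells with probe peptide and 100% = reference peptide inhibitor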
# An asterisk follows results filed as active; ? = inconclusive; . = no result given. Cut-off read from the data, not from the text of the source, unless noted: active = inhibition above about 40%. Not a hit list. About 1.8% of those tested had a hit in this group.
Compound	RGS4-Gao reg	GSH fluor	RGS7-Gao	Bim-Bfl-1	RGS8-Gao	Bim-Bcl-B	Mcl1-Bid inh	Bim-Bcl-W	Bim-Mcl-1	Bcl-XL Bim block	Bcl-2 Bim block
COc1cc(CNCc2ccccn2)ccc1OCc1ccccc1Cl	99	18	100	-8	103	-12	11	-17	-26	-16	-10
O=S(=O)(c1cccc(-n2cnnn2)c1)N1CCOCC1	103	33	96	-14	100	-5	-10	1	1	0	-8
CC(C)CC(CO)N1CCN(C(=O)c2ccc(Cl)cc2Cl)CCC1=O (stereo not drawn)	102	17	102	-1	104	-7	-4	-5	0	-3	0
CC(=O)C(Sc1ncnc2sc3c(c12)CCCC3)C(C)=O	101	12	101	-11	100	-8	-20	-3	-3	-6	-9
Cc1cccc2sc(N(CCCN(C)C)C(=O)c3nc4ccccc4s3)nc12	112	28	108	-10	111	-20	3	-12	-12	-16	-12
COc1cccc(Cn2nnc(C(=O)NCc3ccc(F)cc3)c2N)c1	100	19	101	-10	102	-4	-20	1	2	-2	-8
COc1ccc2c(c1)CC(C)C/C2=N\NC(=O)c1ccco1 (stereo not drawn)	103	14	101	-2	102	-1	-19	-2	-3	-4	-1
O=Cc1c(Sc2ccccc2)nc2ccccn2c1=O	99	53	102	-12	99	-6	-22	3	0	-7	-5
S=C(NCCC(c1ccccc1)c1ccccc1)Nc1cccc(Cl)c1	104	15	100	-8	102	-8	-25	1	-1	-5	-6
S=C(Nc1ccccc1Cl)NC1CC2CCCC(C1)N2C1CC1 (stereo not drawn)	101	24	97	-4	103	-3	-73	0	-1	-1	0
CC(C(=O)Nc1ccccc1)N(c1cccc(Cl)c1)S(C)(=O)=O (stereo not drawn)	100	16	?	-6	99	-5	-16	-3	-1	-4	-6
CC1(C)N=C(N)NC(Nc2cccc(Br)c2)=N1	105	32	107	5	111	7	-14	13	1	9	9
NC(=O)c1ccccc1NC(=O)/C=C/C(=O)O	95	27	86	-12	106	-5	7	-1	-1	-3	-10
CCc1cc(C(=O)Nc2ccccc2)cs1	98	12	100	-2	99	-1	1	-2	-2	0	-2
COc1ccc(-c2nnn(Cc3nc(N)nc(N4CCOCC4)n3)n2)cc1OC	104	33	96	-6	103	-7	-7	-7	-7	-7	-4
O=C(c1ccc(F)cc1)C(C(=O)N1CCCCC1)n1ccccc1=O (stereo not drawn)	101	9	102	-4	102	-2	-9	0	0	-2	-4
Cc1ccnn1CC(=O)N/N=C/c1ccc2c(c1)OCO2	101	21	101	-2	107	1	-27	0	0	-2	-3
O=C(NCCc1ccccn1)C1CCN(S(=O)(=O)c2ccc(Cl)cc2)CC1	98	12	100	-2	100	1	-3	-3	0	1	0
Cc1cc(C)n2nc(SCC3COc4ccccc4O3)nc2n1 (stereo not drawn)	92	55	93	-10	98	-8	-10	-1	0	-8	-5
CC(C)CCNC(=O)C(c1ccco1)N(C(=O)Cn1nnc2ccccc21)c1ccc2c(c1)OCO2 (stereo not drawn)	98	47	95	-10	94	-7	-32	4	-1	-5	-6

# Some of the entries so far, with values under each structure.
# The line under a structure holds: RGS4-Gao reg | GSH fluor | RGS7-Gao | Bim-Bfl-1 | RGS8-Gao | Bim-Bcl-B | Mcl1-Bid inh | Bim-Bcl-W | Bim-Mcl-1 | Bcl-XL Bim block | Bcl-2 Bim block
> S=C(NCCC(c1ccccc1)c1ccccc1)Nc1cccc(Cl)c1
 : 104 | 15 | 100 | -8 | 102 | -8 | -25 | 1 | -1 | -5 | -6
> O=Cc1c(Sc2ccccc2)nc2ccccn2c1=O
 : 99 | 53 | 102 | -12 | 99 | -6 | -22 | 3 | 0 | -7 | -5

# Remaining list, next part:
Compound	RGS4-Gao reg	GSH fluor	RGS7-Gao	Bim-Bfl-1	RGS8-Gao	Bim-Bcl-B	Mcl1-Bid inh	Bim-Bcl-W	Bim-Mcl-1	Bcl-XL Bim block	Bcl-2 Bim block
Cc1nnc(SCCCCSc2nnc(C)c(=O)[nH]2)[nH]c1=O	104	13	105	-3	101	-4	-32	-2	-1	-5	-2
COc1ccc(NC(=O)N(Cc2cc3ccc(OC)cc3[nH]c2=O)CC2CCCO2)cc1 (stereo not drawn)	102	20	98	-7	104	-1	-19	-3	-4	-6	-2
Cc1ccc2c(c1)NC(=O)c1cccnc1N2	113	9	108	1	106	-1	-76	1	-2	-2	1
CCOc1ccc(CCNC(=O)Cn2cccc2C(=O)c2ccccc2C)cc1OCC	99	11	97	-16	103	-8	-26	-3	-2	-4	-11
CCN(CC)C(c1ccc(F)cc1)c1nnnn1CC1CCCO1 (stereo not drawn)	103	12	99	-11	103	-9	14	1	-3	-3	-9
CC(=O)c1cccc(NC(=O)C(OC(=O)c2cccc(S(=O)(=O)N(C)c3ccccc3)c2)c2ccccc2)c1 (stereo not drawn)	97	9	97	-21	100	-6	-1	0	-2	-2	-10
COc1ccc(-n2cnc3cc(NCc4ccccn4)ccc32)cc1	102	16	100	1	100	-5	-52	0	-1	-2	-3
OCCNCc1cc(Br)ccc1OCc1ccc(Cl)cc1Cl	.	20	.	-5	.	-5	11	-2	-2	-3	-25
COc1ccc(CN2CCN(CCc3ccccc3)C(CCO)C2)cc1Cn1cncn1 (stereo not drawn)	106	9	107	5	112	1	13	-1	-3	-2	-3
CCn1nccc1C(=O)Nc1ccc(Cl)cn1	103	15	105	-14	105	-5	-26	0	3	-8	0
CC(=O)Nc1cccc(-c2nnc3n2CC(C)S3)c1 (stereo not drawn)	99	36	99	-23	100	-9	-6	-2	-7	-11	-11
CCN(CC)S(=O)(=O)c1ccc2oc(C(=O)N3CCCCCC3)c(C)c2c1	102	22	100	-3	98	-1	-37	-2	0	-1	-2
COc1ccc(-c2c(C#N)c(SCC(=O)c3cc4ccccc4oc3=O)nc(C)c2C(=O)Nc2ccccc2)cc1	94	15	98	-8	97	-7	-16	-3	-1	-7	-6
COc1ccc(S(=O)(=O)N(C)CC(=O)N2CCC(C(N)=O)CC2)cc1	101	25	97	-16	99	-11	4	0	-3	0	-11
C/C(N)=C(/C#N)C(=O)COC(=O)C1CCN(C(=O)c2ccc(Cl)cc2)CC1	105	12	106	-12	109	-6	-5	-2	-2	-3	-2
CCC1Cc2c(nc(N)c3c(N)nc(N4CCOCC4)c(C#N)c23)O1 (stereo not drawn)	103	9	?	-2	101	2	-19	5	3	5	0
Cc1cccc(C)c1NC(=O)COC(=O)c1ccc2[nH]c3c(c2c1)CCCC3	104	10	102	-2	105	-5	17	0	0	0	4
Cc1cccc(CSC2=NCCN2C(=O)c2ccc(Br)o2)c1	92	20	88	-7	95	-1	0	2	1	-1	-4
COc1cc(-c2nnc(SC/C=C/c3ccccc3)n2N)cc(OC)c1OC	103	21	100	0	101	0	-14	0	0	1	0
COc1cc(OC)c(OC)cc1C#N	92	15	101	-1	102	0	0	0	1	2	-1
COC(=O)c1c(NC(=O)c2cccs2)sc2c1CCC(C)C2 (stereo not drawn)	99	22	98	-18	100	-6	-19	0	-4	-3	-9
CC(C)(C)NC(=O)CSc1nc(-c2ccccc2)cc(=O)[nH]1	101	17	?	-4	101	-6	-26	-2	-3	-4	-4
Cc1cc(CNC(=O)CCc2nnc(CCCCc3ccccc3)o2)nn1C	99	11	99	-5	97	-5	-8	-3	-3	-7	-3
O=C(CSc1ccccn1)C12CC3CC(CC(C3)C1)C2	100	10	97	-2	102	-10	-12	-3	0	-3	-1
CSCCC(Nc1ccc(S(=O)(=O)N2CCOCC2)cc1[N+](=O)[O-])C(=O)OCC(=O)N(C(C)C)C(C)C (stereo not drawn)	97	6	95	0	98	-2	-32	-1	0	0	2
Clc1ccc(OCc2cn3cccnc3n2)c2ncccc12	106	22	102	0	97	0	-27	-1	-1	1	-1
CCC(=O)n1nc(-c2ccc(OC)cc2)nc1N	91	11	98	-9	96	-5	-17	0	1	0	-2
O=C(O)CCCCCN1C(=O)/C(=C/c2ccncc2)SC1=S	104	5	100	0	99	0	-6	-1	-5	-3	-2
COCCn1c(C)cc(C(=O)COC(=O)c2ccc(-n3nc(C)cc3C)cc2)c1C	103	31	102	-16	103	-5	-13	0	-3	-4	-12
O=C(c1cc([N+](=O)[O-])ccc1N1CCCCC1)N1CCCC1	87	10	85	-16	89	-2	-10	-7	-12	-3	-19
O=C(Cc1ccc(Nc2nc3ccc(Br)cc3[nH]2)cc1)NCCc1cccs1	108	34	104	-4	114	-4	-9	-5	-5	-12	-10
Cc1cc(=O)oc2cc(OC(=O)c3cncc(Br)c3)ccc12	99	11	106	6	99	6	17	2	3	4	5
CCCCNS(=O)(=O)c1ccc(NC(=O)c2c(-c3ccccc3Cl)noc2C)cc1	99	16	101	-14	102	-8	4	0	0	-5	-11
NCc1ccccc1COc1ccccc1	101	7	103	0	106	0	18	0	-2	-3	3
CC(C)(C)NC(=O)COC(=O)c1ccc(O)cc1	94	26	96	-24	98	-6	-29	-6	-2	-8	-7
CCOC(=O)C/C(C)=N/NC(=O)Nc1ccccc1	101	13	98	-1	102	2	-69	-1	0	-2	-2
CCCC1=C(C(=O)OCC)C(c2cc(Cl)cc(OC)c2OCc2ccccc2)NC(=O)N1 (stereo not drawn)	109	17	104	-2	104	-2	0	-3	-2	-2	-1
O=C(c1ccccc1)c1c[nH]c2cc3c(cc2c1=O)OCO3	91	15	88	1	75	-3	12	-2	3	-3	0
CCN(CC)CCCNC(=S)N(Cc1cccnc1)Cc1cc2cc(C)cc(C)c2[nH]c1=O	109	12	102	-8	104	-8	-34	-6	-3	-8	-8
CCOc1nnc(C)c2c(C)n(-c3cccc(Cl)c3)nc12	115	55	111	.	102	.	-19	.	.	.	?
CCOC(=O)C1(CCc2ccccc2)CCN(C(=O)CCc2cnn(C)c2)CC1	105	10	104	-2	102	-1	-8	-3	-2	-3	-4
COc1ccccc1CCNC(=O)c1cc(-c2ccccn2)nc2ccc(Br)cc12	97	16	?	-3	98	0	2	1	0	1	-3
Cc1cc(NC2C3CC4CC(C3)CC2C4)n2ncnc2n1 (stereo not drawn)	97	4	98	13	99	9	-4	-4	10	-5	19
COc1cc(/C=C/C(=O)O)ccc1OS(=O)(=O)c1cc(C)ccc1C	104	11	99	-5	104	0	3	-3	0	-5	-3
O=C(Nc1ccc(F)cc1F)c1ccc(-n2cccn2)c([N+](=O)[O-])c1	98	18	?	-2	96	-3	-16	0	-1	-3	-1
CS(=O)(=O)N(Cc1ccc(Cl)cc1)c1ccc(C(=O)N/N=C/c2cc3ccccc3nc2Cl)cc1	106	17	106	-7	104	-4	10	-8	-2	-7	-10
CC1CCN(C(=O)C(Cc2ccccc2)NS(=O)(=O)c2ccc3c(c2)oc(=O)n3C)CC1 (stereo not drawn)	101	22	100	-6	98	-6	-16	-1	1	0	-6
Cc1cccc(NC(=O)COC(=O)c2ccc3c(=O)n4c(nc3c2)CCC4)c1	95	10	93	-4	95	-9	8	-5	-3	-6	-2
CCC(=O)c1cc(-c2nc3ccccc3n2C)n(C)c1	102	25	104	-8	101	-8	-8	0	-1	-4	-6
O=C1/C(=C/c2cccnc2)SC(=S)N1CC1CCCO1 (stereo not drawn)	99	12	96	-13	95	-5	-23	-3	-2	-6	-7
